High-throughput results: PubChem BioAssay, National Center for Advancing Translational Sciences (NCATS)
EPAC2 antagonist: qHTS for Antagonist of cAMP-regulated guanine nucleotide exchange factor 2 (EPAC2): primary screen; Potency, µM (series often up to 114 µM), for inactives: at the top dose activity, negative = inhibition, hits mostly inhibitors; hit rate 0.18% among 360,000; AID 720708, 2013; Rap guanine nucleotide exchange factor 4 (Homo sapiens), Q8WZA2; EPAC2 GEF exchange of Rap1B-BODIPY-GDP, fluorescence; further: on the % scale 0 is the no-effect control and ±100 the full control effect; nearly all actives have a fitted effect of over 45% in size; many of its hits are not listed in these tables
Target sequence (Q8WZA2 whole entry, looked up): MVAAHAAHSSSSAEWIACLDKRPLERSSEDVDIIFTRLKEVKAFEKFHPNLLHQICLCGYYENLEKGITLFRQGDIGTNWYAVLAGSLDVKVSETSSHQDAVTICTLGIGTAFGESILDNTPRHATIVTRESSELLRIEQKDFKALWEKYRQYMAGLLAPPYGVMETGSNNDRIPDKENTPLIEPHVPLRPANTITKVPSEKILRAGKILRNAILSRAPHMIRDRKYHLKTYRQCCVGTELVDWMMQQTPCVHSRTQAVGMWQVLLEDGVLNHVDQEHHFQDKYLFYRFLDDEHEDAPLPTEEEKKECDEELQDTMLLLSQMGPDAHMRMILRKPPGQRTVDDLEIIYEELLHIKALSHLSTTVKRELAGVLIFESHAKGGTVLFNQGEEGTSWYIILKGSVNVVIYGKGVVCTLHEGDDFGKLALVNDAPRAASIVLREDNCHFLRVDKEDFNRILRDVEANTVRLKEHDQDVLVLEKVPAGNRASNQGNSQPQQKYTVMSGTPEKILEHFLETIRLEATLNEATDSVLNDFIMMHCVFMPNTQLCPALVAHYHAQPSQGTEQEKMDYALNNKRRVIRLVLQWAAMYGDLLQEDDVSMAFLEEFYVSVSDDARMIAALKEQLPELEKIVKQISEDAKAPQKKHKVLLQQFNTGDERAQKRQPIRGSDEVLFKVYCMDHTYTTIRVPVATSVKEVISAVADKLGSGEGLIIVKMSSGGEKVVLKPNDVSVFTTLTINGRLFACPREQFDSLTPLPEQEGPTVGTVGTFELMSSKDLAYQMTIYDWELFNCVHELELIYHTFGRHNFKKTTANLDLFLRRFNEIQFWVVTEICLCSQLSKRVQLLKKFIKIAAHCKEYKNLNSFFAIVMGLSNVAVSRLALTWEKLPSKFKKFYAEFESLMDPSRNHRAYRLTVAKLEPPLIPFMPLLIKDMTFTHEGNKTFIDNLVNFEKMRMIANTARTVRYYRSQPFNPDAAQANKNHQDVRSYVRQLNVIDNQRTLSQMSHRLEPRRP
Nrf2 activator: qHTS of Nrf2 Activators; Potency, µM (top dose mostly 46.1 µM), for the others: top-dose activation, usual class: activators; AREc32 ARE-luciferase reporter (MCF7-derived line), luminescence, 24 h; hit rate 0.31% among 410,000; further: % of control where 0% means no effect; nearly all actives have a fitted effect of over 65% in size
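AREc32 cells carrying an ARE-driven firefly luciferase reporter were seeded at 1000 cells/well in OPTI-MEM with 5% FBS, then exposed to compound for 24 hr at 37 deg C. Luminescence was read with Steady-Glo after 30 min at RT.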
Nrf2 inh: Nrf2 qHTS screen for inhibitors; hit rate 2.1% among 360,000; A549 ARE-Fluc reporter, luciferase luminescence, 18-24 h; AID 504444, 2011; Potency, µM (series often up to 46 µM), for inactives: at the top dose activity change, negative = inhibition, most hits filed as inhibitors; further: on the % scale 0 is the no-effect control and ±100 the full control effect; nearly all actives have a fitted effect of over 60% in size
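Nrf2 function is reported as luminescence of an ARE-controlled luciferase in A549 cells. Compounds were tested at several concentrations, and a CellTiter-Fluor read on the same wells flagged cytotoxicity.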
A549 viability: Nrf2 qHTS screen for inhibitors: counterscreen for cytotoxicity | AID 504648, 2011 | hit rate 0.16% among 390,000 | Potency, µM (series often up to 46 µM), for the others: at the top dose activity change, negative = cytotoxicity, most hits filed as inhibitors | A549 ARE-Fluc cells, CellTiter-Fluor viability, 18-24 h; further: on the % scale 0 is the no-effect control and ±100 the full control effect
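A549 ARE-Fluc cells in 5% FBS OPTI-MEM, 5000 cells/well, rested 2 h then exposed to compounds in concentration-response for 18-24 h at 37 °C. Viability by CellTiter-Fluor fluorescence (Ex 405/Em 525) after 30 min; luciferase luminescence (BugLite, 15 min, RT) read afterwards.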
ATXN2 expr inh: Primary qHTS for Inhibitors of ATXN expression | hit rate 0.72% among 360,000 | Potency, µM (highest dose often 57 µM), for inactives: top-dose activity change, negative = inhibition, hits mostly inhibitors | HEK-293 ATXN2-luciferase reporter, luminescence, 24 h; further: on the % scale 0 is the no-effect control and ±100 the full control effect; nearly all actives have a fitted effect of over 55% in size
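qHTS (up to 57 uM final) was run with 24 h compound exposure of reporter cells at 37 °C. Each well was multiplexed: SteadyGlo luminescence measured ATXN2-luciferase expression after a fluorogenic Gly-Phe-AFC viability readout (25 uM final).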
MCF10A rerep: A quantitative high throughput screen for small molecules that induce DNA re-replication in MCF 10a normal breast cells. Potency, µM (series often up to 46.1 µM), inactives show at the highest dose activity, positive = re-replication, actives largely listed as activators. MCF 10A DNA re-replication, Hoechst nuclear intensity, 48 h. hit rate 2.9% among 350,000. AID 624296, 2012; further: % of control where 0% means no effect; nearly all actives have a fitted effect of over 50% in size
HepG2 tox: qHTS for Inhibitors of TGF-b: Cytotox Counterscreen; AID 588856, 2011; HepG2 CAGA-GFP viability, ATP luminescence, 18 h; Potency, µM (series often up to 46.1 µM), without a hit: at the top dose activity change, negative = cytotoxicity, hits mostly cytotoxic; hit rate 0.76% among 410,000; further: some results filed as inactive show a strong effect at the top dose
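HepG2 CAGA-GFP cells (1000/well, DMEM with 1% FBS) received compound, then TGF-beta at 500 pg/mL final, and were incubated 18 hours at 37 degrees C. Viability was read by CellTiter-Glo luminescence. Media-only wells were set as complete cell-killing and DMSO as no toxicity.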
S2 tox: Viability Counterscreen for Primary qHTS for Inhibitors of ATXN expression | S2 cells (HEK-293 line with an ATXN2-luciferase reporter) viability, CellTiter-Fluor protease fluorescence, 24 h | Potency, µM (doses to about 56.7 µM), most hits filed as cytotoxic | hit rate 0.49% among 400,000 | AID 651635, 2014; further: nearly all actives have a fitted effect of over 40% in size
TGFb inhibitor: qHTS for Inhibitors of TGF-b; HepG2 CAGA-GFP TGF-b/SMAD3 reporter, GFP fluorescence, 18 h; TGF-beta stimulated, 500 pg/mL final; Potency, µM (doses to about 46.1 µM), inactives show top-dose activity, negative = inhibition, most hits filed as inhibitors; hit rate 1.2% among 410,000; AID 588855, 2011; further: on the % scale 0 is the no-effect control and ±100 the full control effect; nearly all actives have a fitted effect of over 65% in size
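Using HEPG2 CAGA-GFP reporter cells at 1000 cells/well, we pinned test compounds, stimulated with recombinant TGF-beta (500 pg/mL final) and measured total well GFP after 18 h.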
Starred values were filed as active, the others as inactive; i = inactive; ? = inconclusive; nt = not tested or not shown; & = joins results of further samples; [ ] = dose if it differs, or a comment. The call rests on the fitted dose curve; in most records, active means well fitted curve in the direction sought with a large enough effect; inconclusive means small, poorly fitted or top-dose-only effect, or another doubt; inactive means no such curve, though single readings can be large; an effect the other way counts as inactive or inconclusive. Potency means the concentration at half of the fitted maximal effect.

item	SMILES	Nrf2 inh	HepG2 tox	EPAC2 antagonist	A549 viability	ATXN2 expr inh	MCF10A rerep	S2 tox	Nrf2 activator	TGFb inhibitor
1	CCOc1ccc(NC(=O)Nc2ccc3c(c2)CCC3)cc1	16%	-1%	22%	10%	4%	-2%	i	-0.3%	1%
2	O=C(NCCCCc1ccccc1)c1cccc(NC(=O)C2CC2)c1	-8%	-49%	-14%	?	-3%	3%	i	0.5%	-16%
3	C=CCN(c1ccccc1)S(=O)(=O)c1cccc(C(=O)Oc2ccc3c(C)cc(=O)oc3c2)c1	6%	1%	13%	1%	-11%	1%	nt	-0.8%	2%
4	CCN1CCN(c2cc3c(cc2F)c(=O)c(C(=O)O)cn3C2CC2)CC1	17%	14%	19%	-1%	13%&10%	6%	i	-0.2%	0%
5	Cc1ccccc1C(=O)c1ccccc1C(=O)c1ccccc1	1%	-20%	-11%	1%	-11%	11%	?	2.3%	-8%
6	O=C(Cn1cnc2sc(-c3ccccc3)cc2c1=O)NCCc1ccccc1	?	-14%	-6%	-13%	?	?	?	2.6%	8%
7	CCn1c(=S)sc2c(=O)n(CC(=O)Nc3ccc(OC)cc3)c(C)nc21	2%	-2%	9%	-4%	2%	0%	i	-0.1%	3%
8	CCOc1ccc(NC(=O)CCCn2c(=S)[nH]c3ccsc3c2=O)cc1	24%	-2%	-19%	1%	-14%	16%	i	2.3%	5%
9	O=C(Nc1ccccc1)N1CCc2scc[n+]2-c2ccccc21	-3%	12%	1%	9%	-14%	3%	i	0.2%	18%
10	CC(=O)c1cccc(NC(=S)N2c3ccccc3CC2C)c1 (configuration not stated)	10%	0%	6%	6%	-4%	-44%[inhibitor]	i	0.4%	0%
11	O=C(COc1ccc2ccccc2c1)Nc1ccccc1C(=O)O	-13%	-18%	-21%	?	nt	-2%	i	0.9%	-9%
12	O=S(=O)(c1cccc(NC(=S)N2CCN(c3ccc(F)cc3)CC2)c1)C(F)F	?	-12%	-3%[57.1 µM]	5%	nt	?	?	6.6%	?
13	COc1cccc(CNC(=O)CCS(=O)(=O)c2cccs2)c1	15%	-11%	6%	-2%	7%	0%	i	-0.5%	2%
14	COc1cc(C(=O)Nc2ccc(C)cc2)c(-n2cnnn2)cc1OC	-4%	2%	3%	-3%	-6%	-2%	i	0.3%	31%[activator]
15	O=C(Cc1coc2ccc3ccccc3c12)NCc1ccccc1	?	-1%	-5%	-24%	-6%	?	i	0.7%	-11%
16	Cc1cc(C)c(S(=O)(=O)NCc2ccccn2)cc1C	-5%	-24%	-10%	14%	2%	5%	i	0.1%	-2%
17	Cc1c(-c2nc(-c3ccc4c(c3)OCO4)no2)nnn1-c1cccc(C(F)(F)F)c1	?	-14%	nt	11%	nt	nt	nt	-0.3%	nt
18	O=C(CN1CCN(S(=O)(=O)c2ccc(Cl)cc2)CC1)Nc1ccc2c(c1)CCC2	?	-7%	-2%	-6%	-18%	22%	i	-0.9%	?
19	CC(=O)NCCc1nc2cc(NC(=O)COc3cccc(C)c3)ccc2n1C	?	6%	1%	2%	9%	8%	i	0.8%	13%
20	CCOC(=O)c1ccc(NC(=O)CN2CCN(c3ccccc3)CC2)cc1	-1%	-8%	-6%	-5%	1%	-2%	i	0.1%	15%

Whole records, looked up by structure.
CCOc1ccc(NC(=O)CCCn2c(=S)[nH]c3ccsc3c2=O)cc1 is listed as Nrf2 inh = 24%; HepG2 tox = -2%; EPAC2 antagonist = -19%; A549 viability = 1%; ATXN2 expr inh = -14%; MCF10A rerep = 16%; S2 tox = i; Nrf2 activator = 2.3%; TGFb inhibitor = 5%
CC(=O)NCCc1nc2cc(NC(=O)COc3cccc(C)c3)ccc2n1C is listed as Nrf2 inh = ?; HepG2 tox = 6%; EPAC2 antagonist = 1%; A549 viability = 2%; ATXN2 expr inh = 9%; MCF10A rerep = 8%; S2 tox = i; Nrf2 activator = 0.8%; TGFb inhibitor = 13%

Additional records follow.
item	SMILES	Nrf2 inh	HepG2 tox	EPAC2 antagonist	A549 viability	ATXN2 expr inh	MCF10A rerep	S2 tox	Nrf2 activator	TGFb inhibitor
21	COc1ccc2c(c1)c1c(n2C)[C@@H]2CC=C(CO)[C@@H](C1)N2C	-4%	5%	2%	-1%	2%	-24%	i	5.2%	11%
22	C=CCn1c(SCC(=O)Nc2cccnc2Cl)nnc1-c1ccccc1F	-16%	-17%	-4%	9%	-4%	20%	i	-0.3%[9.22 µM]	-8%
23	COc1ccc(CCn2c(=N)c(S(=O)(=O)c3ccccc3)cc3c(=O)n4ccccc4nc32)cc1	-4%	-13%	4%	0%	nt	3.7µM*	?	-0.8%	-11%
24	CCOC(=O)N1CCN(CC(=O)c2ccc3c(c2)CCN3C(C)=O)CC1	19%	11%	-18%	0%	-11%	0%	i	0.4%	6%
25	CCOCCCNC(=O)C(Cc1ccccc1)NS(=O)(=O)c1ccc2c(c1)c(=O)n(C)c(=O)n2C (configuration not stated)	?	-14%&-3%	-7%	11%&-1%	0%&-7%	-1%	i	-0.6%&-0.1%	-5%&-15%
26	CCOc1ccccc1N1CCN(c2nc3ccccc3nc2C(C#N)C(=O)OC(C)C)CC1 (configuration not stated)	-3%	-19%	-1%	-9%	-8%	-3%	i	0.2%	4%
27	COc1ccc(/C=N\NC(=O)c2ccccc2)cc1COc1ccc(F)cc1	?	-9%	-13%	-17%	11%	25%	i	0.9%	0%
28	Cc1ccccc1NC(=O)c1c(C)oc2ccc(O)c(CN3CCC(C)CC3)c12	6%	-45%	nt	-2%	-29%	nt	?	8.2%	?
29	COc1ccccc1-c1cnc2c(c1)C(=O)N([C@@H](C)CO)C[C@@H](C)[C@@H](CN(C)C(C)=O)O2	nt	-5%	3%	nt	2%	nt	i	0.5%	5%
30	Cc1nn(-c2ccccc2)nc1C(=O)NNC(=O)c1ccc(C(F)(F)F)cc1	-1%	-9%	7%	0%	18%	11%	i	-0.3%	19%
31	O=C(Nc1ccc2oc(-c3ccccc3Cl)nc2c1)c1cncc(Br)c1	?	-78%	-2%	?	-33%	16µM*	?	-0.7%	-1%
32	COc1ccc2cc(C(C)=O)c(=O)oc2c1	2%	7%	1%	-2%	-11%	1%	i	0.4%	-6%
33	CC(NC(=O)c1cc(F)c(F)c(F)c1F)c1ccc(-n2ccnc2)cc1 (configuration not stated)	9%	1%	16%	-11%	-12%	4%	i	3.5%	3%
34	Cc1c(C(=O)NCc2ccccc2Cl)sc2nc3n(c(=O)c12)CCC3	25%	-2%	nt	4%	nt	nt	nt	4.9%	3%
35	O=C(COC(=O)C1CCN(c2ccc(C(F)(F)F)cn2)CC1)Nc1cccc(F)c1	11%	12%	-10%	-8%	-13%	-31%[inhibitor]	i	2.2%	18%
36	O=C(CN1CCN(S(=O)(=O)c2ccc(F)cc2)CC1)Nc1ccc(F)cc1F	2%	-13%	2%	2%	nt	13%	i	4.6%	-13%
37	O=C(NCCCO)C(=O)c1c(-c2ccccc2)cc2ccccn12	4%	-16%	-4%	-17%	-5%	-3%	i	-0.2%	-12%
38	O=C(CSc1n[nH]c(=O)[nH]c1=O)Nc1ccc(Br)cc1Br	18%	-3%	-8%	5%	-2%	2%	i	-0.3%	-2%
39	O=c1cc(CN2CCN(c3cccc(Cl)c3)CC2)c2cc3c(cc2o1)CCCC3	9%	-72%	2%	-9%	-8%	13%	i	0.1%	?
40	CCOC(=O)C1CCN(c2ccc(C(=O)O)cc2[N+](=O)[O-])CC1	10%	-5%	3%	-3%	-5%	-1%	i	-0.2%	-9%
41	Cc1cc(OCCn2cc(C(=O)c3cccs3)c3ccccc32)ccc1Cl	10%	-1%	nt	1%	8%	nt	i	6.7%	-18%
42	O=C(Cc1cccs1)N/N=C/c1ccco1	10%	5%	10%	-2%	0%	-4%	i	3.0%	16%
43	CC(C)c1nc2c([nH]1)c(=O)n(C)c(=O)n2C	?	-1%	-7%	0%	nt	-7%	i	0.2%	10%
44	C1=CCC(CN2CCNCC2)CC1 (configuration not stated)	1%	-4%	-1%	-6%	-7%	10%	i	0.0%	2%
45	CCC(=O)c1ccc(N2CCC(C)CC2)c(F)c1	?	12%	-12%	3%	34%	3%	i	1.8%	18%
46	O=C(CSc1nnc(C2CC2)n1C1CC1)c1cc(F)ccc1F	0%	24%	-13%	4%	-9%	12%	i	2.3%	-17%
47	CCOc1ccc(N(C)S(=O)(=O)c2cc(-c3cnc(C)o3)ccc2OC)cc1	nt	-20%	nt	4%	-7%	nt	i	5.1%	-25%
48	CCc1cc(C(=O)COc2ccc(F)cc2)c(O)cc1O	-15%	-61%	-12%	1%	nt	?	i	?	?
49	CC(C)n1ncc2c(C(=O)N3CCN(Cc4cccs4)CC3)cc(C3CC3)nc21	nt	-42%	-4%	nt	nt	nt	i	3.6%	-14%
50	Cc1ccc(-n2c(SCC(=O)NCCN3C(=O)CSC3=O)nnc2-c2ccccc2F)cc1	-13%	-11%	8%	-2%	-3%	-6%	i	-0.7%[9.22 µM]	?
51	COC(=O)c1cc2oc3ccccc3c2n1CC(=O)N1CCCc2ccccc21	-24%	-12%	-10%	5%	-5%	20%	i	0.0%	3%
52	Cc1cc(=O)oc2cc(OC(C)C(=O)NCc3ccccn3)ccc12 (configuration not stated)	24%	0%	1%	2%	-11%	0%	i	-0.6%	6%
53	COc1cccc(-c2cccc(NC(=O)C3CCN(Cc4ccc(CO)o4)CC3)c2)c1	11%	7%	8%	-6%	-6%	1%	i	0.1%	4%
54	CSCC[C@H](N)C(=O)N1CCC(C(=O)N[C@@H](C)C(=O)NCc2ccc(F)cc2)CC1	2%	6%	14%	-12%	7%	-3%	?	0.1%	47%[activator]
55	Cc1ccc(NC(=O)CN(C)C(=O)c2cccc(Br)c2)cc1	?	-3%	-2%	0%	-19%	2%	i	0.3%	-2%

These rows are one share of the data; rates above refer to the full screens.
